Screening data (PubChem)
KLK7 zymogen act: activators of human kallikrein-7 zymogen; P49862; purified proKLK7, EDANS-DABCYL substrate fluorescence; 100% is mature enzyme control, 0% vehicle; activation, % at 7 µM; 370,000 compounds, 0.9% hits; AID 652039;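 active = activation above the mean of all tested compounds plus 3 SD, computed per campaign excluding outliers beyond control limits, cut at about 13% in these data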
Target sequence (P49862 whole entry, looked up): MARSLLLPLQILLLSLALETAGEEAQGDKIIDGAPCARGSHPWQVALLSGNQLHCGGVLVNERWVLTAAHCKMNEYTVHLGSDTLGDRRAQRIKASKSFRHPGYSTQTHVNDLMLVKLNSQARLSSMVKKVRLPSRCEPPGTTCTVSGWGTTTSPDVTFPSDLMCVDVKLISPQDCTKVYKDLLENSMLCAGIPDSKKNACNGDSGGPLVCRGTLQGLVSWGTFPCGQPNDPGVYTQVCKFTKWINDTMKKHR
DDE Tn7 FP inh: disrupts Tn7 cyclic peptide binding to fibrin D-Dimer-E complex. 370,000 compounds, 0.13% hits. inhibition, % at 8.3 µM. FP displacement of FITC-Tn7 peptide from fibrin DD(E); 0% = median of compound wells per plate;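 active = inhibition above the mean of compounds falling within the control limits plus 3 SD of them, cut at about 14% in these data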;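 note: 0% = plate median of compound wells and 100% = 10 µM Aha-Tn7 peptide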
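System: human fibrin DD(E); quantity: Fibrin-DD(E) at 2 µM final; also added: fluorescent Tn7 probe at 0.1 µM; compound dosing: single nominal test concentration of 8.3 µM per compound; schedule: 10 min preincubation, 3 h with tracer, room temperature; detection: fluorescence polarization of the labelled Tn7 tracer; repeats: one replicate per compound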
HGIII-sPLA2 inh: Blocks human group III sPLA2 activity; 370,000 compounds, 0.56% hits; inhibition, % at 12.2 µM; QFRET BODIPY PC-A2 liposome hydrolysis, fluorescence; Q9NZ20;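 active = inhibition above mean plus 3 SD of compounds lying within the high and low control bounds, cut at about 19% in these data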;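 note: 0% = median of test compound wells and 100% = no enzyme DMSO wells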
NR1D1 modulator: modulates human Rev-erb alpha binding to DNA; P20393; activity, % at 10 µM; 370,000 compounds, 0.79% hits; Rev-erbα–FITC-DNA binding, fluorescence polarization, 90 min;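 active = activity above about 14%, limit read from the data; passing the limit was not always enough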;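 note: 0% = DMSO wells with 35 nM protein and 100% = DMSO wells with 750 nM protein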
PLCb3 inh: PLC-beta3 (human) inhibition, primary screen; Purified PLC-beta3, fluorogenic substrate, fluorescence; inhibition, % at 12.2 µM; 370,000 compounds, 0.18% hits; AID 720704; in the data active = inhibition above about 11%;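 note: 0% = median of compound wells on plate and 100% = full blocker control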
UHRF1 MBD2 ctr: blocks human UHRF1 binding to methylated DNA; 370,000 compounds, 0.75% hits; UHRF1 binding to methylated oligo, TR-FRET; AID 687016; Q96T88; inhibition, % at 4.4 µM; in the data active = inhibition above about 21%;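 note: UHRF1 SRA domain binding a hemimethylated CpG hairpin DNA probe; 0% = median of test compound wells and 100% = reference inhibitor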
Target sequence (Q96T88 whole entry, looked up, the tested form may be a part): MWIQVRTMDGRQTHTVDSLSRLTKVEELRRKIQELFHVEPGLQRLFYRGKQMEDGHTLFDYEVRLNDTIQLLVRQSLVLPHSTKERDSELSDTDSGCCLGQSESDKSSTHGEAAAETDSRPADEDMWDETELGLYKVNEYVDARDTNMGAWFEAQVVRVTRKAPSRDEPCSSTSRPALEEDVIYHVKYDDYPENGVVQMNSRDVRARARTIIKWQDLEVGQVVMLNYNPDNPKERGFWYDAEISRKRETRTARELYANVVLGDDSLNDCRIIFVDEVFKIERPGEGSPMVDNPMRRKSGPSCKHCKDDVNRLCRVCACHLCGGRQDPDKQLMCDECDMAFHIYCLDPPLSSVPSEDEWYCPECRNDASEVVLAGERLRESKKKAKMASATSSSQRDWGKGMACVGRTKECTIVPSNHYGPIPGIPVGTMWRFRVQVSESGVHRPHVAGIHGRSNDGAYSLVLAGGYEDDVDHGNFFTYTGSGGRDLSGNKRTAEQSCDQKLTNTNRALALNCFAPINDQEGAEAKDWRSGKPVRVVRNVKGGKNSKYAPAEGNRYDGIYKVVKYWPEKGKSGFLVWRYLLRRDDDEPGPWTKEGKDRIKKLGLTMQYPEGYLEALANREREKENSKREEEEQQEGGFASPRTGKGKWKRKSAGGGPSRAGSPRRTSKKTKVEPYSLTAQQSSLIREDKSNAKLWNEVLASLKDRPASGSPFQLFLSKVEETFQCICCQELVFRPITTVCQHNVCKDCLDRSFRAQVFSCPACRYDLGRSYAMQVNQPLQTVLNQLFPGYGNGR
ASAP1 inh: inhibitors of human ASAP1 ArfGAP activity | Q9ULH1 | inhibition, % at 16.5 µM | 360,000 compounds, 0.19% hits | AID 624377 | ASAP1-stimulated ARF1 GTP hydrolysis, GDP FP detection; in the data active = inhibition above about 25%;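 note: 0% = vehicle with enzyme and substrate and 100% = no enzyme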
ARFGAP1 inhibitor: rat ARFGAP1 inhibition | inhibition, % at 16.5 µM | Q62848 | 360,000 compounds, 0.26% hits | Arfgap1-stimulated ARF1 GTP hydrolysis, GDP FP detection;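 active = inhibition above a per-plate limit, mean inhibition of low control wells plus 3 SD, cut at about 25% in these data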;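 note: 0% = DMSO wells with enzyme and 100% = wells lacking Arfgap1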
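material = rat Arfgap1 catalytic domain, aa 1-136 | also added = human ARF1(Δ1-17)-GTP substrate | compound dosing = one concentration, 16.5 µM, DMSO 1.26% | times = GTP hydrolysis reaction 2 h at 25 °C | measured by = FP, GDP Alexa 633 tracer displaced from anti-GDP antibody, 620/688 nm | evaluation = percent inhibition of Arfgap1-stimulated GTP hydrolysis | replication = single well per compound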
DDE Tn6 FP inh: DD(E)-Tn6 binding inhibition, primary FP screen; 370,000 compounds, 0.21% hits; inhibition, % at 8.3 µM; AID 720509; Fibrin DD(E) TRITC-Tn6 fluorescence polarization displacement;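 active = inhibition above a per-campaign cutoff: mean of compounds within control limits plus 3 SD, cut at about 15% in these data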;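 note: 0% = median of all compound wells on the plate and 100% = blocking peptide control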
PLCg1 inh: blocks human PLC-gamma1 enzyme activity. purified PLC-gamma1, fluorogenic substrate, fluorescence. inhibition, % at 12.2 µM. 370,000 compounds, 0.84% hits. AID 720700; in the data active = inhibition above about 9.5%
An asterisk follows results filed as active; / = not tested or not shown.

SMILES	KLK7 zymogen act	DDE Tn7 FP inh	HGIII-sPLA2 inh	NR1D1 modulator	PLCb3 inh	UHRF1 MBD2 ctr	ASAP1 inh	ARFGAP1 inhibitor	DDE Tn6 FP inh	PLCg1 inh
O=C(Nc1ccc(N2CCOCC2)cc1)C1CC(O)CN1S(=O)(=O)c1ccc(Cl)cc1 (configuration not stated)	0.0	-5	3	-3	3	-2	1	10	8	2
CC(Sc1nncn1C)C(=O)Nc1nnc(-c2ccccc2)s1 (configuration not stated)	0.7	2	-5	-3	3	-2	-10	-12	2	4
O=C(Nc1ccc(F)cc1)c1ccc(-n2cncn2)c([N+](=O)[O-])c1	0.1	-5	-1	2	1	0	-8	3	-4	-3
C[C@@H]1OC(C2CCCCC2)N(C)[C@H]2C[C@H]3c4[nH]c5c(-c6ccc7c(c6)OCO7)cccc5c4CCN3C[C@@H]12 (some centres not stated)	0.5	-2	1	5	-30	0	/	/	-5	-26
CCN(CC)c1ccc(CNc2ccc3c(c2)ncn3C(C)(C)C)cc1	0.0	-1	8	-2	3	-1	1	-14	7	-1
COc1ccc(NC(C)=O)cc1S(=O)(=O)NC(Cc1ccccc1)C(=O)O (configuration not stated)	1.0	0	0	1	-12	12	1	-1	-5	-2
O=C1CSC(=NC2CCCCC2)N1	0.6	8	7	4	0	-4	-6	6	0	-1
COc1ccc(C(C)(C)C)cc1NC(=S)NCCN1CCOCC1	0.2	1	20*	-2	-7	0	11	-17	2	-3
COc1ccc(C(=O)OC(C(=O)c2ccccc2)c2ccccc2)cc1 (configuration not stated)	0.6	1	-13	-2	-2	4	-3	0	5	1
CNc1nc(-c2ccc([N+](=O)[O-])cc2)cs1	0.1	9	13	4	-3	-2	-7	0	11	-4
C[C@@H](C(=O)NCc1ccccn1)[C@@H]1C[C@@]1(C)[C@@H](NC(=O)OCc1ccccc1)c1ccccc1	-0.1	8	-2	-4	2	-3	1	-4	5	-3
CCC1Oc2ccccc2N(CC(=O)NCCCN2CCN(Cc3ccccc3)CC2)C1=O (configuration not stated)	0.3	-1	-11	0	0	-2	0	-3	2	1
c1ccn(-c2ncnc3sc4c(c23)CCCC4)c1	0.4	-7	-5	2	-2	-1	7	6	2	-3
O=S(=O)(NCC1CCN(S(=O)(=O)c2ccccc2)CC1)c1ccccc1	0.1	7	-16	6	-2	3	-9	0	-2	0
NC(=O)C1CCN(c2oc(/C=C/c3ccc(F)cc3)nc2S(=O)(=O)c2ccccc2)CC1	-1.1	6	9	-2	-9	2	4	12	0	0
CNCCOc1ccccc1C(C)(C)C	-0.3	4	2	1	3	-1	-5	-10	0	4
O=C(NNS(=O)(=O)c1ccc([N+](=O)[O-])cc1)c1ccc([N+](=O)[O-])cc1	0.0	-7	3	6	-3	1	-10	2	1	3
O=C(CCc1c[nH]c2ccccc12)NCc1ccco1	0.2	2	-3	1	1	1	-6	-3	-5	2
CCc1ccc2[nH]cc(C(=O)N3CCCCCC3)c(=O)c2c1	0.0	-4	-6	0	-1	-3	6	-13	-6	2
COc1ccc(OC)c(C(c2nnnn2Cc2ccccc2)N2CCN(C3CCCCC3)CC2)c1 (configuration not stated)	-0.3	5	-9	3	3	-1	2	0	2	1
COc1ccc(-n2ccnc2SCC(=O)NO)cc1	0.5	-1	8	-4	-4	1	-13	2	1	3
CC(C)C(=O)Nc1ccc(C(=O)N/N=C/C2CC3C=CC2C3)cc1 (configuration not stated)	-0.7	0	-2	-4	2	-1	7	1	5	-2
CCc1ccc2oc(=O)cc(CN3CCN(Cc4ccccc4)CC3)c2c1	0.6	-8	-5	1	-11	-2	1	7	-7	-5
CCn1c(COc2cccc(C)c2)nnc1SCC(=O)NC1CCCC1	0.7	1	2	0	-7	0	17	-2	-2	1
NC(=S)N/N=C/c1cn(CCC(=O)O)nc1-c1cccc(Br)c1	-0.3	-1	8	6	-10	-4	10	4	-1	-2
CCCC(=O)NC(=S)c1c(C)n(C)n(-c2ccccc2)c1=O	-0.3	-8	10	-1	3	2	-5	0	0	3
CCOC(=O)c1c(-c2ccccc2)csc1NC(=O)CSc1ccccc1	-0.6	-1	-22	5	4	1	-1	-16	-2	5
CCOC(=O)C1=C(C)Nc2ccccc2N=C1NC(=O)c1cccc(S(=O)(=O)NCc2ccccc2)c1	0.2	2	-42	-3	2	1	0	-1	9	0
O=C(O)C[C@H]1c2cc(C(F)(F)F)ccc2S(=O)(=O)N1C1CCN(Cc2ccccc2)CC1	-1.0	-1	-2	-7	2	-2	-11	-2	0	-1
CC1(C(=O)Nc2ccc(Cl)c(Cl)c2)CCN1C(=O)Cc1cccc2ccccc12 (configuration not stated)	0.9	4	-15	-1	0	-1	-9	-2	-2	-3
COC(=O)CCSC(=S)N1CCOCC1	-0.6	0	7	2	-7	2	10	-2	-14	1
COCCNC(=S)N1CCC(NC(=O)Nc2ccc(C)cc2)CC1	-0.2	0	9	-7	-1	-1	-2	1	-3	-2
O=[N+]([O-])c1ccc2[nH]c(=S)sc2c1	-0.2	5	12	6	-14	-4	3	-1	5	-4
Cc1noc(C(=O)Nc2ccc(C#N)cc2)c1Cl	0.5	6	-1	1	-3	-1	-4	6	5	5
N#Cc1ccccc1NS(=O)(=O)c1cc2c3c(c1)CCN3C(=O)CC2	-0.3	-3	0	0	-1	1	6	-7	-2	1
CCOC(=O)N1CCC(=NNC(N)=O)C1	-1.2	-2	1	-4	-3	-1	-8	10	-11	1
Cc1ccc(CN2CCC(c3nc4ccc(Cl)cc4[nH]3)CC2)cc1	1.7	-1	-6	-8	-25	1	12	1	-4	-28
CCOC(=O)c1c(C)oc2ccc(OCc3cc(C(=O)OC)oc3C)cc12	0.5	4	-5	-3	-2	-1	1	-14	2	-1
COc1ccc(NC(=O)CCCN2C(=O)C3C4C=CC(C4)C3C2=O)c(OC)c1 (configuration not stated)	1.2	-4	9	-3	2	-2	-2	-4	-2	-1
CCOc1cccc(/C=N\NC(=O)c2cnccn2)c1O	0.1	0	-4	-7	4	-1	/	/	5	-1
C[C@@H](C(=O)NCC1CCCO1)N1C(=O)N2CCc3c([nH]c4ccccc34)[C@@]2(C)C1=O (some centres not stated)	0.1	4	3	2	7	0	-3	0	2	3
C[C@H]1CN([C@@H](C)CO)C(=O)CCCn2cc(nn2)CO[C@@H]1CN(C)S(=O)(=O)c1cccc(C#N)c1	0.4	-3	4	-1	3	1	-1	7	2	1
O=C(NNC(=S)NC(=O)c1ccccc1)c1cccnc1	-1.0	6	10	-2	-11	-1	-7	1	-2	0
CN1CCN(c2nc(C#N)cc(-c3ccccc3)n2)CC1	6.8	-1	0	0	-31	-31	1	-8	-4	-33
COc1ccc(S(=O)(=O)Nc2ccccc2C)cc1	0.6	-7	-3	-1	1	0	0	6	1	0
CN1CC(=O)N(CC(=O)NCc2ccc(F)cc2)c2ccccc2C1=O	-0.1	-5	2	0	4	-1	10	-3	-7	-1
COc1ccc(/C=C/C(=O)c2ccc(OC)cc2O)cc1	0.7	-3	1	0	2	2	-7	2	5	0
O=C(NC1CCCC1)C(c1ccncc1)N(C(=O)c1csnn1)c1cccc(Cl)c1 (configuration not stated)	-0.8	6	-1	-1	-4	0	9	2	0	2
c1nnn(C23CC4CC(CC(C4)C2)C3)n1	0.4	-1	3	-6	2	1	-3	7	-2	5
CCOC(=O)N1CCN(C(=O)c2ccc(CS(=O)Cc3ccc(C)cc3)o2)CC1 (configuration not stated)	-0.4	6	6	0	-4	2	12	-5	2	-3
O=C(Nc1ccc(S(=O)(=O)NCC2CCCO2)cc1)c1ccc(F)cc1 (configuration not stated)	0.7	5	-1	6	-3	4	-10	-4	0	2
COc1ccc(OC)c(C(=O)c2ccc([N+](=O)[O-])cc2)c1	0.0	2	12	-5	-3	2	-1	-4	-3	0
CC(=O)OCC1CC(COC(C)=O)C(COC(C)=O)CC1COC(C)=O (configuration not stated)	0.0	7	0	-6	4	1	-8	4	1	0
COc1ccc(OCC(=O)N2CCN(C(=O)c3ccco3)CC2)cc1	0.0	-7	-1	-2	3	0	11	5	2	0
COc1ccccc1Nc1nc(NCc2ccco2)c2ccccc2n1	0.6	-16	-24	-1	-45	1	22	-5	-7	-37
CCCCCCCCN1C(=O)[C@@H](CC(=O)NCC2CCCCC2)C[C@@]2(C(=O)OC)C1=C[C@H](C1CCCC1)O[C@@H]2C	-0.6	-4	-5	4	5	-2	10	-15	7	1
Cc1cccc(OCc2nnc(SCC(=O)N3c4ccccc4CCc4ccccc43)o2)c1	0.2	0	-22	5	-3	-2	9	2	-1	2
CCOC(=O)c1sc(NC(=O)CNCc2ccccn2)c(C(=O)OCC)c1C	-0.1	-1	6	3	-6	4	-10	2	-4	1
CCOc1ccc(S(=O)(=O)N2CC(=O)Nc3ccccc32)cc1C#N	2.1	-7	-1	1	-5	-1	-5	0	-4	1
CC(C)CNC(=O)C1Nc2ccc(C(F)(F)F)cc2C2C=CCC12 (configuration not stated)	0.5	-8	2	1	-69	-1	10	10	3	-65
Additional entries
SMILES	KLK7 zymogen act	DDE Tn7 FP inh	HGIII-sPLA2 inh	NR1D1 modulator	PLCb3 inh	UHRF1 MBD2 ctr	ASAP1 inh	ARFGAP1 inhibitor	DDE Tn6 FP inh	PLCg1 inh
CC(C)CSc1nnc(-c2ccco2)n1C	0.1	1	0	3	3	1	/	/	-7	1
Cc1ccc(S(=O)(=O)N2CCN(C(=O)Cn3nc(C(=O)O)c4ccccc4c3=O)CC2)cc1	0.0	3	7	-1	-1	4	-6	12	2	8
CCO[C@@H]1OC(C(=O)N2CCN(Cc3ccc4c(c3)OCO4)CC2)=C[C@H](c2ccc(C(F)(F)F)cc2)[C@H]1CCCO	0.1	-2	-25	-4	1	-1	5	10	7	2
COC(=O)[C@]12C[C@H](CC(=O)N3CCN(C(=O)C4CC4)CC3)C(=O)N(CCc3ccc(OC)c(OC)c3)C1=C[C@H](C(C)C)O[C@@H]2C1CC1	0.1	6	-2	4	2	1	/	/	-4	-2
CCCCC(CC)C(=O)Nc1cc([N+](=O)[O-])ccc1F (configuration not stated)	0.0	-3	3	-3	-2	-2	9	-7	4	2

Two entries from above, as labelled records.
COC(=O)[C@]12C[C@H](CC(=O)N3CCN(C(=O)C4CC4)CC3)C(=O)N(CCc3ccc(OC)c(OC)c3)C1=C[C@H](C(C)C)O[C@@H]2C1CC1
  KLK7 zymogen act: 0.1	DDE Tn7 FP inh: 6	HGIII-sPLA2 inh: -2	NR1D1 modulator: 4	PLCb3 inh: 2	UHRF1 MBD2 ctr: 1	ASAP1 inh: /	ARFGAP1 inhibitor: /	DDE Tn6 FP inh: -4	PLCg1 inh: -2
CCCCC(CC)C(=O)Nc1cc([N+](=O)[O-])ccc1F (configuration not stated)
  KLK7 zymogen act: 0.0	DDE Tn7 FP inh: -3	HGIII-sPLA2 inh: 3	NR1D1 modulator: -3	PLCb3 inh: -2	UHRF1 MBD2 ctr: -2	ASAP1 inh: 9	ARFGAP1 inhibitor: -7	DDE Tn6 FP inh: 4	PLCg1 inh: 2
